Source: PubChem
FLuc inh counter: firefly luciferase enzyme inhibitors, primary screen, artefact control for luciferase-based inhibitor screens, biochemical, luminescence, ATPLite; 10 min; 200,000 compounds, 1.5% hits; inhibition, % at 10 µM; Luciferin 4-monooxygenase (Photinus pyralis), P08659;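 active means inhibition above about 50% when tested at 10 µM, limit read from the data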
Target sequence (P08659 whole entry, looked up): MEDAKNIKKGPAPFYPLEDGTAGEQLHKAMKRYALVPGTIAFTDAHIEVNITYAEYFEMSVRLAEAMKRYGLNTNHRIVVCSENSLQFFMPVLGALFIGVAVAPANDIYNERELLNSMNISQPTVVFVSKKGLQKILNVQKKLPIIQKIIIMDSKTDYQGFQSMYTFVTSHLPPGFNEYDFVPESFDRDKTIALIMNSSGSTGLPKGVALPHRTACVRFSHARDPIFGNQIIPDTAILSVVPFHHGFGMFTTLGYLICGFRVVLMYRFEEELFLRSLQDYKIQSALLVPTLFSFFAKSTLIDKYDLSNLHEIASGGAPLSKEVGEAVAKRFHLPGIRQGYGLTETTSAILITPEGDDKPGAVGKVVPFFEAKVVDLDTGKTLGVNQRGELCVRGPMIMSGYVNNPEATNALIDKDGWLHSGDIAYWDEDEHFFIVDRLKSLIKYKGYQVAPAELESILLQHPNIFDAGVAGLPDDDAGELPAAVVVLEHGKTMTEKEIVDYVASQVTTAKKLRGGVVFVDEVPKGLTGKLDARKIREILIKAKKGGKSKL
APP 5'UTR act: activators of APP 5'UTR luciferase reporter, primary screen, SH-SY5Y cells. 190,000 compounds, 1% hits. activation, % at 2 µM. SH-SY5Y APP 5'UTR luciferase reporter, luminescence; zero percent = DMSO vehicle wells. AID 1276, 2008;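 active means activation above a set limit, based on mean plus 3 SD of controls, cut at about 140% in these data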; further: values of inactives mirror those of a sister screen read the other way
STAT1 activator: STAT1 signaling activators, primary screen, cell-based, HTS, luciferase reporter; NIH 3T3 STAT1-luciferase reporter, IFN-gamma, luminescence; 100% = IFN-gamma alone, no compound; 200,000 compounds, 2.6% hits; activation (% of control), % at 5.5 µM; AID 932, 2007;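 active means activation above the screen-wide mean activation plus 3 SD, cut at about 130% in these data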;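 further: raw ratio to IFN-gamma control signal so 100% means no change and 0% no light; values of inactives mirror those of a sister screen read the other way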
APP 5UTR inh: inhibitors of APP translation via 5'UTR reporter, primary screen, APP 5'UTR luciferase, SH-SY5Y cells | SH-SY5Y APP 5'UTR-luciferase reporter, luminescence | AID 1285, 2008 | 190,000 compounds, 0.82% hits | inhibition, % at 2 µM;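 active means inhibition above a set limit, derived from the sample mean plus 3 SD, cut at about 45% in these data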; further: values of inactives mirror those of a sister screen read the other way
STAT3 inh: IL-6 driven STAT3 reporter inhibitors, primary screen, U3A cells, luciferase, luminescence, MLSCN library | IL-6 STAT3-luciferase reporter; host cell line lacks STAT1 | inhibition, % at 5.5 µM | 190,000 compounds, 0.89% hits;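 active means inhibition above the mean inhibition across all screened compounds plus 3 SD, cut at about 44% in these data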;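 further: 0% = DMSO only wells and 100% = 100 µM nifuroxazide control wells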
FLuc act counter: FLuc activators, initial screening, artefact control for FLuc-dependent activation tests, biochemical, ATPlite luminescence; Luciferin 4-monooxygenase (Photinus pyralis), P08659; ATPlite luciferase biochemical, 10 min; 0 = ATP-free wells, 1 = DMSO control; activation factor at 10 µM; 200,000 tested, under 10 active; AID 1027, 2008;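 active means luciferase activation factor, scaled between plate controls, of at least 2 with compound at 10 µM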
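Material: Luciferase/luciferin reagent mix | Doses: Test compounds dosed from 2 mM stocks in 100% DMSO | Timing: 10 min incubation after luciferase reagent addition, room temperature | Measured by: Luminescence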
NF-kB neuron act: activators of NF-kB expression in neurons, primary screen, cell-based, HTS; fold change at 12.5 µM; human neuronal cells, NF-kB reporter expression; active compounds read high; AID 1239, 2008; 190,000 compounds, 1.6% hits; in the data active means fold change above about 3.3
STAT1 inh: STAT1 signaling inhibitors, primary screen, cell-based, HTS, luciferase reporter; NIH 3T3 STAT1-luciferase reporter, IFN-gamma, luminescence; inhibition, % at 5.5 µM; 200,000 compounds, 0.35% hits; AID 920, 2007;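 active means inhibition above a set limit, the mean inhibition across all tested compounds plus 3 SD, cut at about 34% in these data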;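 further: 0% = IFN-gamma with DMSO and 100% = IFN-gamma with 300 µM nifuroxazide; values of inactives mirror those of a sister screen read the other way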
STAT3 activator: IL-6 driven STAT3 reporter potentiators, primary screen, U3A cells, luciferase, luminescence, MLSCN library. IL-6 STAT3-luciferase reporter; 100% = signal with IL-6 EC80 alone. activation (% of control), % at 5.6 µM. 190,000 compounds, 0.91% hits;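 active means activation above the screen-wide mean of compound activation plus 3 SD, cut at about 130% in these data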;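 further: 0% = background luminescence of wells with medium and substrate only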
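Material: STAT1-lacking human U3A cells, STAT3 luciferase reporter | Benchmarks: IL-6-only wells as 100% reference | Probe or stimulus: IL-6 (33 ng/mL) | Timing: Compound 1 h, then IL-6 6 h at 37 °C | Detection: Luminescence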
ROMK primary: ROMK potassium channel modulators, primary screen, cell-based, thallium flux, MLSMR library | ATP-sensitive inward rectifier potassium channel 1 (Homo sapiens), P48048 | Tet-inducible ROMK, thallium flux fluorescence; actives lie on both sides | B-score at 10 µM | 130,000 compounds, 2% hits;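 active means signal ratio slope over the read window, or its plate-corrected B-score, at least 3 SD from the plate mean, either direction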;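 further: B-score of the F/F0 ratio slope over 7 to 12 s after thallium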
Target sequence (P48048 whole entry, looked up): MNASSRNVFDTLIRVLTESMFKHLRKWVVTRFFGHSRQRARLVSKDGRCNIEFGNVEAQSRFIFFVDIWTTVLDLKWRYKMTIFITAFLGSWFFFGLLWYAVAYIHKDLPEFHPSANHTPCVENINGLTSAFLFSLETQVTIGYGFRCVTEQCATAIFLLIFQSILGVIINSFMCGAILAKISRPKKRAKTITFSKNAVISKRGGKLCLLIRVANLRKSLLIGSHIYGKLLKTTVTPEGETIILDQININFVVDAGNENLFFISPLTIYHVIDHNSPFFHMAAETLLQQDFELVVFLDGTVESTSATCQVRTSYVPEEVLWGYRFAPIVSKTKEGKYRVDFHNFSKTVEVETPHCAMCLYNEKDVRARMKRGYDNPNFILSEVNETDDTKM
* hit, by the source's call; / = not tested or not shown.

SMILES | FLuc inh counter | APP 5'UTR act | STAT1 activator | APP 5UTR inh | STAT3 inh | FLuc act counter | NF-kB neuron act | STAT1 inh | STAT3 activator | ROMK primary
CC1=Nn2c(nc(-c3ccccc3)c2-c2ccccc2)NC(=O)C1Br (stereo unspecified) | -5.5 | 1.8 | 98.0 | -1.8 | 0.1 | 1.1 | 0.89 | 2.2 | 104.9 | -0.16
CCCCOc1ccccc1C1C(C(N)=O)=C(C)Nc2nnnn21 (stereo unspecified) | -4.4 | 8.9 | 94.1 | -8.9 | 3.4 | 1 | 1.01 | 6.4 | 98.1 | /
O=C1c2ccccc2C(Nc2ccc(Cl)cn2)N1Cc1ccccc1 (stereo unspecified) | -1.0 | 8.9 | 104.8 | -8.9 | 9.0 | 1 | 1.03 | -5.3 | 99.9 | /
COc1ccc(C(=O)Nc2ccc(Cl)cc2C(=O)NCc2ccco2)cc1 | 3.9 | -18.1 | 97.3 | 18.1 | 20.1 | 1 | 0.86 | 2.9 | 85.8 | /
Oc1ccc(/C=N/NC(=S)N/N=C/c2ccc(O)cc2)cc1 | 95.8* | 20.8 | 124.2 | -20.8 | 9.1 | 0 | 1.73 | -25.1 | 94.0 | 3.3*
CCCCCOC(=O)Cn1c(N2CCOCC2)nc2c1c(=O)[nH]c(=O)n2C | -0.6 | 1.1 | 99.8 | -1.1 | 2.3 | 1 | 1.06 | 0.2 | 100.4 | -0.16
CCc1ccc(NC2=NCC(=O)N2Cc2ccc3c(c2)OCO3)cc1 | -3.0 | 2.1 | 90.8 | -2.1 | 23.7 | 1 | 0.99 | 10.4 | 84.8 | -1.13
Cc1cc(Cl)ccc1OCCCC(=O)NCC1CCCO1 (stereo unspecified) | -3.3 | -12.2 | 101.9 | 12.3 | 9.1 | 1 | 0.92 | -2.1 | 95.9 | /
CCOc1ccccc1N1CCN(C(=O)CCCN2C(=O)c3cccc4cccc(c34)C2=O)CC1 | -0.2 | 15.4 | 92.6 | -15.4 | 10.8 | 1 | 0.35 | 8.2 | 93.1 | /
O=C(O)c1cc([N+](=O)[O-])ccc1NCCO | -0.8 | -11.5 | 99.8 | 11.5 | -1.4 | 1 | 1.13 | 0.2 | 101.5 | -0.076
C=CCN=C1CCCc2c1[nH]c1ccc(C)cc21 | 4.2 | -0.4 | 108.0 | 0.4 | 6.9 | 1 | 1.88 | -7.8 | 94.8 | -0.0378
O=C(CCC(=O)NNc1nc2ccccc2c2nc(-c3ccccc3)nn12)NCCCN1CCOCC1 | 3.6 | 5.5 | 96.6 | -5.5 | -9.5 | 1 | 1.13 | 2.5 | 109.3 | /

Another view of part of the listing above:
Each structure is followed by: FLuc inh counter	APP 5'UTR act	STAT1 activator	APP 5UTR inh	STAT3 inh	FLuc act counter	NF-kB neuron act	STAT1 inh	STAT3 activator	ROMK primary
Cc1cc(Cl)ccc1OCCCC(=O)NCC1CCCO1 (stereo unspecified)
    -3.3	-12.2	101.9	12.3	9.1	1	0.92	-2.1	95.9	/
CCOc1ccccc1N1CCN(C(=O)CCCN2C(=O)c3cccc4cccc(c34)C2=O)CC1
    -0.2	15.4	92.6	-15.4	10.8	1	0.35	8.2	93.1	/

(cont.)
SMILES | FLuc inh counter | APP 5'UTR act | STAT1 activator | APP 5UTR inh | STAT3 inh | FLuc act counter | NF-kB neuron act | STAT1 inh | STAT3 activator | ROMK primary
COC(=O)C1=C(C)N(C)C(C)=C(C(=O)OC)C1c1cccc(Br)c1 | -4.6 | -22.0 | 91.4 | 22.0 | 4.3 | 1 | 1.01 | 9.4 | 101.5 | /
CC(C)OC(=O)C1C2C=CC3(CN(CC4CCCO4)C(=O)C13)O2 (stereo unspecified) | -5.4 | 13.9 | 98.5 | -13.9 | 0.2 | 1.1 | 0.97 | 3.7 | 102.4 | 0.681
Cc1nnc(C)n1/N=C/c1cc(Br)ccc1O | -6.3 | 0.4 | 102.5 | -0.4 | 0.4 | 1.1 | 1.13 | -2.7 | 104.5 | /
COc1ccc(/C(C)=N/NC(=O)c2nc(C)cc(C)n2)cc1 | 5.6 | 30.2 | 113.8 | -30.2 | 11.0 | 0.9 | 1.94 | -14.9 | 96.3 | -0.699
c1ccc(C2CCC3(CC2)Oc2ccccc2C2CC(c4cccnc4)=NN23)cc1 (stereo unspecified) | -8.7 | 9.2 | 103.5 | -9.2 | 4.9 | 1.1 | 1.31 | -3.9 | 94.2 | 0.097
CN(C)CCCNc1c(C(=O)O)cnc2c1cnn2C | -5.3 | -2.5 | 99.7 | 2.5 | -0.4 | 1.1 | 1.11 | 0.3 | 102.6 | /
CC(=O)c1cccc(NC(=O)C2C3C=CC(C3=C(c3ccccc3)c3ccccc3)C2C(=O)O)c1 (stereo unspecified) | -1.4 | 5.6 | 109.6 | -5.6 | -5.6 | 1 | 1.01 | -14.1 | 108.8 | 1.48
Cn1c(SCC(N)=O)nnc1-c1cnccn1 | 0.3 | 10.1 | 91.2 | -10.1 | 4.9 | 1 | 1.03 | 7.7 | 97.8 | 0.661
Cc1ccc(C(=O)Nc2ccccc2C(=O)O)cc1S(=O)(=O)NCc1ccccc1 | 10.1 | 10.1 | 84.7 | -10.1 | -1.9 | 0.9 | 1.2 | 16.2 | 106.9 | -0.0631
CCOC(=O)C1(Cc2cccc(F)c2)CCN(CC2CC2)CC1 | -2.4 | -17.4 | 95.5 | 17.4 | 5.4 | 1 | 1.25 | 4.5 | 100.1 | 0.775
CCN(CC)c1ccc(/C=C2/SC(=O)N(C(C)C)C2=O)o1 | -1.9 | -92.0 | 81.3 | 92.0* | 28.5 | 1 | 3.28 | 21.3 | 78.2 | /
COc1ccc(S(=O)(=O)N2CCOC2CNC(=O)C(=O)NCCc2c[nH]c3ccccc23)cc1 (stereo unspecified) | -14.2 | 8.5 | 95.5 | -8.5 | 0.8 | 1.1 | 0.44 | 4.9 | 99.2 | -0.702
CCOc1ccccc1-n1c(SCC(=O)NC(C)(C)C)nnc1-c1ccoc1C | -7.5 | -2.9 | 99.1 | 2.9 | -2.6 | 1.1 | 1.07 | 1.0 | 107.7 | -0.921
CC(=O)NCC(=O)NC(Cc1ccccc1)C(N)=O (stereo unspecified) | -8.1 | 8.6 | 103.1 | -8.6 | 1.0 | 1.1 | 0.99 | -2.5 | 101.0 | /
CCOc1ccc(-n2c(-c3ccccc3)nnc2-c2ccccc2)cc1 | -3.0 | -12.2 | 97.5 | 12.3 | 4.4 | 1 | 1.45 | 2.8 | 99.4 | 0.134
CCOC(=O)C1=C(NC(=S)NC(=O)c2ccccc2)c2ccccc2CC1C(C)C (stereo unspecified) | -5.8 | -6.4 | 103.3 | 6.4 | -41.3 | 1.1 | 3.66* | -3.7 | 139.1* | /
COc1ccc(Cl)cc1NC(=S)NCCC(c1ccccc1)c1ccccc1 | -4.9 | -4.0 | 105.5 | 4.0 | -11.4 | 1 | 0.98 | -6.1 | 108.3 | /
Cc1cc(=O)[nH]c2c1c(C)nn2-c1ccccc1 | -6.6 | 50.7 | 97.7 | -21.5 | 11.1 | 1.1 | 1.4 | 1.3 | 95.8 | -0.268
CCCCc1nnc(NC(=O)C(=O)OCC)s1 | -1.5 | -1.4 | 99.8 | 1.4 | -1.2 | 1 | 1.19 | -2.3 | 102.2 | 0.0785
CC(=O)Nc1nc(C)c(Cc2ccccc2)c(=O)[nH]1 | -3.3 | -10.9 | 108.7 | 10.9 | 8.4 | 1 | 1.22 | -11.3 | 96.5 | -0.624
Cn1c(=N)n(CC(=O)C(C)(C)C)c2ccccc21 | -5.8 | 32.8 | 112.3 | -32.8 | 2.6 | 1.1 | 1.71 | -13.5 | 100.2 | 0.186
Cc1cccc(CN2C(=O)c3ccccc3Sc3ccc(C(=O)NCCN4CCOCC4)cc32)c1 | -1.0 | -21.9 | 95.5 | 21.9 | 11.0 | 1 | 0.88 | 4.5 | 97.0 | -1.26
CCc1nc(SCC(=O)Nc2ccccc2C(=O)OC)n[nH]1 | 2.5 | -3.8 | 100.4 | 3.8 | 0.2 | 1 | 1 | -0.5 | 103.4 | 0.416
COc1ccc(Cc2noc(CN3CCCN(C4Cc5ccccc5C4)CC3)n2)cc1OC | -4.4 | 1.3 | 104.7 | -1.3 | -5.6 | 1 | 0.8 | -7.5 | 110.3 | -0.845
COc1cccc(-c2nnc3n2N=C(c2cc(OC)ccc2OC)CS3)c1 | 0.1 | 8.8 | 103.3 | -8.8 | -1.1 | 1 | 1.11 | -3.6 | 104.9 | 0.504
CC(=O)c1sc(NC(=O)COc2ccc(C(C)C)c(C)c2)nc1C | -4.9 | 16.7 | 96.4 | -16.7 | 20.6 | 1 | 0.87 | 3.4 | 86.3 | 0.741
CCN1CCCC1Cn1cnc2c([nH]c3cccc(Cl)c32)c1=O (stereo unspecified) | -1.1 | -11.7 | 91.8 | 11.7 | -3.1 | 1 | 0.74 | 9.0 | 107.3 | /
CCN=C1SC(C(=O)Nc2ccccc2)CC(=O)N1CC (stereo unspecified) | -1.2 | / | 96.9 | / | -2.3 | 1 | 0.98 | 3.4 | 108.2 | 0.0387
COc1ccccc1NC(=O)CSc1nnc(C)n1CCc1ccccc1 | 6.6 | 6.5 | 97.3 | -6.5 | 5.4 | 0.9 | 1.32 | 2.9 | 100.0 | /
CCOC(=O)C(C)CC(C)C(=O)N1CCOCCOCCN(C(=O)C(C)CC(C)C(=O)OCC)CCOCC1 (stereo unspecified) | -5.5 | -7.8 | 103.3 | 7.8 | -0.7 | 1.1 | 0.93 | -3.7 | 103.4 | /
COc1cccc(/C=C/C(=O)OCC(=O)Nc2ccc(Cl)c(S(=O)(=O)N(C)C)c2)c1OC | 3.3 | 8.0 | 106.8 | -8.0 | 2.5 | 1 | 1.21 | -7.6 | 102.8 | -0.0461
Cc1ccccc1N=C(NOCc1ccc(Cl)cc1Cl)c1nonc1N | 0.5 | -10.4 | 85.5 | 10.4 | 14.4 | 1 | 0.78 | 15.6 | 92.4 | 1.37
COc1ccc(-c2noc(CN(C(=O)c3cccs3)C(C)C)n2)cc1 | 1.4 | -6.7 | 99.2 | 6.7 | 4.8 | 1 | 0.97 | 0.9 | 99.0 | /
O=[N+]([O-])c1nn(-c2ccc3c(c2)OCCO3)n(O)c1=NC1CCCC1 | 5.5 | / | 119.0 | / | -1.5 | 0.9 | 1.54 | -20.5 | 107.5 | 0.441
CCOC(=O)C(NC(C)=O)(OCc1ccccc1)C(F)(F)F (stereo unspecified) | 0.5 | 8.4 | 102.2 | -8.4 | -3.8 | 1 | 1.15 | -2.5 | 106.7 | 0.251
